KOR beta-arrestin-1 = KOR agonists, beta-arrestin recruitment, primary screen, cell-based, luminescence, uHTS (AID 1777); Kappa-type opioid receptor (Homo sapiens); KOR beta-arrestin recruitment, luminescence; higher % means a stronger effect; activation, % at 10 µM; hits with a dose series show EC50 in µM; 0.02% of 280,000 active; in the data active means activation above about 50%, passing the limit was not always enough; further: a part of the inactive calls stands beside numbers as strong as those of hits
Yfh1-off respiration = enhancers of respiration in Yfh1-depleted yeast, dose response, Friedreich's ataxia, plus single-dose screen (AID 1465); 0.074% of 220,000 active; fold induction at 50 µM; hits with a dose series show EC50 in µM; S. cerevisiae Yfh1-off respiration, WST-1 reduction, 72 h; higher fold induction means a stronger effect;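 active means fold induction of absorbance versus untreated yeast above a set limit, then at least 30% activation at any dose in follow-up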;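 further: activators that raise dye reduction in frataxin-depleted yeast; strong numbers were not always called active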
Dengue-2 NS5 capping = Dengue-2 NS5 methyltransferase inhibitors, primary screen, biochemical, confirmation dose response (AID 588689) | 0.3% of 340,000 active | Dengue-2 NS5 methyltransferase capping enzyme assay, biochemical; higher % means a stronger effect | inhibition, % at 25 µM, or IC50 in µM where a hit was titrated | Genome polyprotein (Dengue virus type 2 (strain 16681-PDK53)); in the data active means a potency from the dose series
AID2073 = inhibitors of Mint1-CaV2.2 protein interaction, biochemical, HTRF (AID 2073). 0.19% of 290,000 active. one-dose inhibition, % at 20 µM; IC50 in µM for titrated hits. Voltage-dependent N-type calcium channel subunit alpha-1B (Homo sapiens). HTRF protein-protein interaction, Mint1-CaV2.2; higher % means a stronger effect; in the data active means inhibition mostly above about 51%, no sharp cut-off; further: some results filed as inactive read as strong as hits
KOR beta-arrestin-2 = KOR antagonists, beta-arrestin recruitment, cell-based, luminescence, uHTS (AID 1778); Kappa-type opioid receptor (Homo sapiens); KOR beta-arrestin recruitment, luminescence, antagonist mode; higher % means a stronger effect; one-dose inhibition, % at 10 µM; IC50 in µM for titrated hits; 0.091% of 290,000 active; further: strong numbers were not always called active
NOD2 inhibition = NOD2 signaling inhibitors, cell-based, luminescence, uHTS, HEK293 (AID 1566); 0.63% of 290,000 active; HEK293 NOD2/NF-kB luciferase reporter, luminescence; higher % means a stronger effect; inhibition, % at 4 µM; hits with a dose series show EC50 in µM; further: many of its hits are not listed in these tables
HIV peptide binding = inhibitors of HIV fusion peptide binding, primary screen, biochemical, uHTS, fluorescence dequenching (AID 1986); cell-free peptide binding, fluorescence dequenching, 30 min; higher % means a stronger effect; inhibition, % at 20 µM; hits with a dose series show IC50 in µM; 0.3% of 290,000 active; in the data active means inhibition mostly above about 52%, no sharp cut-off; inactive means mostly below about 76%; further: some results filed as inactive read as strong as hits
West Nile virus CPE = West Nile virus antiviral activity, cell-based, CPE readout (AID 1621); West Nile virus-infected cells, CPE inhibition; higher % means a stronger effect; one-dose CPE inhibition, % at 10 µM; IC50 in µM for titrated hits; 0.02% of 290,000 active; in the data active means a potency from the dose series; further: strong numbers were not always called active
NOD1 NF-kB reporter = NOD1 signaling inhibitors, primary screen, cell-based, luminescence, uHTS (AID 1578); NOD1-driven NF-kB luciferase reporter cells, luminescence; higher % means a stronger effect; one-dose inhibition, % at 4 µM; EC50 in µM for titrated hits; 1% of 290,000 active; in the data active means inhibition mostly above about 36%, no sharp cut-off; inactive means mostly below about 34%;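 further: HEK-293T reporter cells stimulated with the NOD1 agonist gamma-tri-DAP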
Dengue-2 NS5 capping pilot replicate = also measured in Dengue-2 NS5 capping; calls as there; inhibition, %; measured here: pilot screen replicate inhibition
An asterisk follows results filed as active; i = inactive; . = no result given; [ ] = dose if it differs, or a comment. Unless noted, no stated cut-off is given here; in the data, active means inhibition above about 50%; inactive means the rest. These rows are one share of the data. The share of hits here may be higher or lower than overall.

SMILES | KOR beta-arrestin-1 | Yfh1-off respiration | Dengue-2 NS5 capping | AID2073 | KOR beta-arrestin-2 | NOD2 inhibition | HIV peptide binding | West Nile virus CPE | NOD1 NF-kB reporter | others
CN(C)c1ccc(C=NCCc2ccc(S(N)(=O)=O)cc2)cc1 | -1.4% | i | -5% | 24% | -11% | 6% | 1.4% | -0.1% | -33%
Cc1ccc(N2CCN(C(=O)C3CCCN(c4ncnc5c4nc4n5CCCCC4)C3)CC2)c(C)c1 (configuration not stated) | 0.3% | . | -12% | 13% | -30% | 34% | -1.1% | 1.6% | 37%
O=C(NCc1ccco1)C12CC3CC(CC(C3)C1)C2 | 1.8% | i | -8% | -2% | -4% | 9% | -0.1% | -0.3% | -34%
Cc1ccc(NC(=O)CC2SC3=NCCN3C2=O)cc1 (configuration not stated) | 0.1% | i | -6% | 10% | -57% | 9% | 3.1% | 0.8% | -24% | Dengue-2 NS5 capping pilot replicate=-4.1
CN(C)CCN(Cc1ccccc1)S(=O)(=O)c1ccc2c(c1)n(C)c(=O)c(=O)n2C | 4.3% | i | -9% | 11% | . | -19% | -0.9% | 0.2% | -2%
Cc1cc(NC(=O)c2cc3n(n2)C(C(F)(F)F)CC(c2ccco2)N3)n(-c2ccccc2)n1 (configuration not stated) | 0.3% | i | 2% | 17% | -26% | 33% | -0.3% | 1.3% | 6%
CC1CCN(C(=O)c2cc3nc(C4CC4)cc(C(F)(F)F)n3n2)CC1 | -3.6% | i | -2% | 12% | 26% | 30% | -0.1% | -1.0% | 18%
COc1ccc(-c2ccnc3cc(C(=O)O)nn23)cc1 | -0.9% | i | -5% | 38% | -14% | 1% | -3.4% | 1.2% | 10%
CCOc1ccccc1OCC(=O)NCc1ccco1 | -5.9% | i | -1% | 2% | 33% | 2% | 12% | 0.0% | -17%
CN(C)c1oc(-c2ccccc2[N+](=O)[O-])nc1C#N | 2.9% | i | 1% | 39% | 5% | 25% | -1.3% | -0.1% | 0%
CN(Cc1ccccc1)C1CCNCC1 | 2.7% | . | -8% | 12% | -67%[20 µM] | 0% | -1.1% | -0.2% | -29%
O=C(c1ccc(Br)cc1)c1cc([N+](=O)[O-])ccc1N1CCCCC1 | 3.1% | i | -4% | -5% | -56% | -33% | -2.0% | -1.2% | -20%
CCCCOCCCNCc1cccn1CCN1CCOCC1 | -2.8% | . | 4% | 3% | -24%[20 µM] | 0% | 2.1% | -0.8% | -23%
O=C(Nc1cccc(S(=O)(=O)C(F)F)c1)c1ccc(S(=O)(=O)N2CCCC2)cc1 | -6.5% | i | -6% | 6% | 6% | 0% | -1.2% | 0.8% | -4%
O=C(/C=C/c1ccc(O)c([N+](=O)[O-])c1)c1ccc2ccccc2c1 | 1.7% | . | -1% | 29% | -56% | -16% | 9.9% | -0.7% | -5%
O=C(Nc1cccc(-n2cnnn2)c1)C1CCCN(Cc2cccc(C(F)(F)F)c2)C1 (configuration not stated) | 5.1% | . | 10% | 6% | -20% | 29% | 0.2% | -0.5% | -12%
CC(=O)c1cccc(S(=O)(=O)N(C)C2CCN(C)CC2)c1 | 1.8% | i | 3% | 0% | 4% | 2% | 0.4% | 0.3% | -24%
O=C(NCc1ccc(Cl)cc1)C1CCN(c2nnc(N3CCCC3=O)s2)CC1 | 2.0% | . | -3% | 8% | 8%[20 µM] | -1% | -0.8% | 0.2% | -13%
O=C(CSc1nnc(NC(=O)c2ccco2)s1)Nc1cccc(F)c1 | -1.9% | . | -6% | 7% | 25% | -57% | 1.6% | -0.2% | -7%
O=C(NC1CCCCC1)c1ccc(S(=O)(=O)NCc2cccnc2)cc1 | -3.4% | i | -1% | 4% | 12% | 10% | 0.3% | -1.8% | 2%
CSc1ccc(S(=O)(=O)Nc2ccc3c4c(cccc24)CC3)cc1 | 2.1% | i | 4% | -10% | -30% | 26% | 1.7% | 0.6% | 28%
CCN(CC)S(=O)(=O)c1cc(Br)c(C)cc1OC | -1.2% | i | -14% | -1% | 22% | -4% | -1.6% | 0.1% | -1%
O=C(Nc1nc(-c2ccc(S(=O)(=O)N3CCCCCC3)cc2)cs1)c1ccccc1 | 3.3% | i | -1% | 24% | -91% | 23% | -1.2% | -0.3% | -1%
Cc1cc(NC(=O)CSc2nnc(C)c(=O)[nH]2)no1 | 2.5% | i | 0% | -4% | -2% | -2% | 3.4% | -0.1% | -11%
O=C(CSc1ccccc1C(=O)NCc1ccccc1)NC1CCCCCCC1 | -5.1% | i | 1% | -14% | -2% | 2% | -0.9% | -0.4% | -29%
O=C(O)/C(CC(=O)c1ccc(Cl)cc1)=N/Nc1ccc([N+](=O)[O-])cc1[N+](=O)[O-] | -4.7% | . | 13µM* | 7% | -6% | 12% | 21µM* | 0.5% | -4%
O=C(OCc1ccccc1F)c1cc2ccccc2cc1O | -5.3% | . | . | 4% | -5%[20 µM] | 18% | 1.4% | 0.3% | -2%
O=C(O)CC(NC(=O)C1c2ccccc2Oc2ccccc21)c1ccc(OC2CCCC2)cc1 (configuration not stated) | 6.2% | i | . | 11% | -77% | 3% | 13% | 1.1% | 2%
Cc1cccc(Nc2nnc(SC/C(O)=C(\C#N)c3nc4ccccc4[nH]3)s2)c1C | -1.3% | i | -4% | 17% | 20% | 12% | 20% | 1.2% | 0%
NC1=NC[C@H](c2ccccc2)N1CCc1cc(C(F)(F)F)cc(C(F)(F)F)c1 | -0.6% | i | -1% | -1% | 18% | -4% | 0.0% | 1.0% | 1%
CCc1ccc(NC(=O)C2CC(=O)N(C(C)C)C2)cc1 (configuration not stated) | -3.4% | i | -3% | -2% | 28% | -9% | -1.3% | 0.1% | .
Cc1c(C(c2ccc(N(C)C)cc2)c2c(C)n(C)n(-c3ccccc3)c2=O)c(=O)n(-c2ccccc2)n1C | -6.5% | i | 16% | 1% | 46% | 3% | 0.3% | -0.2% | 6%
Cc1cc(C)nc(N/N=C/c2cn[nH]c2-c2ccccc2)n1 | 1.8% | i | -2% | 1% | -5% | 17% | 2.7% | 0.0% | 5%
C[C@@H]1CCC(=O)N(C[C@@H](C)CSc2ccccc2)CC1 | -4.8% | . | -1% | 0% | -14%[20 µM] | 10% | -1.1% | -1.4% | -10%
COc1ccc(/C=C2\OC(=S)N(C)C2=O)cc1 | -5.4% | i | 1% | -14% | -9% | 12% | -1.3% | 0.1% | -9%
CC(C)(C)c1ccc(C(=O)Nc2nonc2-c2nc3ccccc3[nH]2)cc1 | 6.1% | i | 4% | 17% | -12% | 16% | -1.7% | -0.5% | .

Ordered by number of heavy atoms (rising): part of the list above
SMILES | KOR beta-arrestin-1 | Yfh1-off respiration | Dengue-2 NS5 capping | AID2073 | KOR beta-arrestin-2 | NOD2 inhibition | HIV peptide binding | West Nile virus CPE | NOD1 NF-kB reporter | others
CSc1ccc(S(=O)(=O)Nc2ccc3c4c(cccc24)CC3)cc1 | 2.1% | i | 4% | -10% | -30% | 26% | 1.7% | 0.6% | 28%
NC1=NC[C@H](c2ccccc2)N1CCc1cc(C(F)(F)F)cc(C(F)(F)F)c1 | -0.6% | i | -1% | -1% | 18% | -4% | 0.0% | 1.0% | 1%
O=C(O)CC(NC(=O)C1c2ccccc2Oc2ccccc21)c1ccc(OC2CCCC2)cc1 (configuration not stated) | 6.2% | i | . | 11% | -77% | 3% | 13% | 1.1% | 2%

(next part)
SMILES | KOR beta-arrestin-1 | Yfh1-off respiration | Dengue-2 NS5 capping | AID2073 | KOR beta-arrestin-2 | NOD2 inhibition | HIV peptide binding | West Nile virus CPE | NOD1 NF-kB reporter | others
COc1ccc(-c2oc3cccnc3c2C#CC2(O)CCCCC2)cc1 | 1.9% | . | 3% | 17% | -31%[20 µM] | -7% | 2.9% | 0.2% | 21%
COc1ccc(/C=N/n2cc(-c3ccccc3)nc2N)cc1 | -0.2% | i | -11% | 4% | -43% | -32% | -3.3% | 0.3% | -28%
COc1ccc(CNC(=O)c2ccc(Cn3nc(C)cc3C)o2)cc1 | -2.9% | . | -2% | 0% | -35% | 3% | -0.9% | 0.2% | -30%
COc1ccc([N+](=O)[O-])cc1NC(=O)CN(C)S(=O)(=O)c1ccccc1 | -0.9% | i | -2% | -1% | 3% | 5% | -1.3% | 0.0% | -18%
CCC(C)NC(=O)Cn1c(=O)n(CCCCCC(=O)Nc2ccccc2)c(=O)c2sccc21 (configuration not stated) | -0.5% | i | 3% | -3% | 12% | 6% | -0.1% | -0.8% | -14%
CCCn1nc(NC(=O)CC)c2cc3cccc(C)c3nc21 | -25% | . | -6% | 21% | 23% | 14% | -1.5% | -0.9% | -18%
COc1ccc2[nH]c(=O)c(CN(C(=O)NC3CCCCC3)C3CCCCC3)cc2c1 | -2.5% | i | -9% | 9% | 21% | -7% | -2.2% | -0.1% | -3%
CCOC(=O)c1cc(-c2ccccc2)n(CC(=O)N2CCCC2)c1C | 1.2% | . | 5% | -6% | 15% | 5% | 1.2% | . | -22%
Cc1ccc(C(=O)N/N=C\c2c(C)nn(-c3ccccc3)c2Cl)cn1 | 1.1% | i | -4% | 3% | 12% | -49% | -1.7% | 0.6% | -22%
Cc1cc(C)n(CCN(C)c2nc3nonc3nc2N2CCCCC2)n1 | -2.2% | i | 5% | 6% | -4% | 2% | -0.4% | 0.3% | -18%
Cc1nnsc1-c1nnc(SCC(=O)c2ccc(F)cc2)n1C1CC1 | 2.7% | i | -8% | 4% | 23% | 1% | -1.9% | -0.1% | -4%
Cc1c(NC(=O)C(C)OC(=O)c2cc(-c3cccc4ccccc34)nc3ccccc23)c(=O)n(-c2ccccc2)n1C (configuration not stated) | -1.6% | i | 6% | 19% | -14% | 8% | 15% | -0.4% | -5%

Among those listed so far, 7 have an aryl thioether with sulfur outside any ring:
SMILES | KOR beta-arrestin-1 | Yfh1-off respiration | Dengue-2 NS5 capping | AID2073 | KOR beta-arrestin-2 | NOD2 inhibition | HIV peptide binding | West Nile virus CPE | NOD1 NF-kB reporter | others
O=C(CSc1nnc(NC(=O)c2ccco2)s1)Nc1cccc(F)c1 | -1.9% | . | -6% | 7% | 25% | -57% | 1.6% | -0.2% | -7%
CSc1ccc(S(=O)(=O)Nc2ccc3c4c(cccc24)CC3)cc1 | 2.1% | i | 4% | -10% | -30% | 26% | 1.7% | 0.6% | 28%
Cc1cc(NC(=O)CSc2nnc(C)c(=O)[nH]2)no1 | 2.5% | i | 0% | -4% | -2% | -2% | 3.4% | -0.1% | -11%
O=C(CSc1ccccc1C(=O)NCc1ccccc1)NC1CCCCCCC1 | -5.1% | i | 1% | -14% | -2% | 2% | -0.9% | -0.4% | -29%
Cc1cccc(Nc2nnc(SC/C(O)=C(\C#N)c3nc4ccccc4[nH]3)s2)c1C | -1.3% | i | -4% | 17% | 20% | 12% | 20% | 1.2% | 0%
C[C@@H]1CCC(=O)N(C[C@@H](C)CSc2ccccc2)CC1 | -4.8% | . | -1% | 0% | -14%[20 µM] | 10% | -1.1% | -1.4% | -10%
Cc1nnsc1-c1nnc(SCC(=O)c2ccc(F)cc2)n1C1CC1 | 2.7% | i | -8% | 4% | 23% | 1% | -1.9% | -0.1% | -4%

Source: PubChem (several laboratories)
